Polio RdRp inh – inhibitors of poliovirus RNA polymerase binding and polymerization. hit rate 0.66% among 150,000. % elongation, % (compound at 16.7 µg/mL). poliovirus polymerase elongation, fluorescence polarization; stronger effect = lower value; in the data active means % elongation below about 90%; further: some results filed as inactive read as strong as hits
Target sequence (P03300 1749-2209 limits assumed): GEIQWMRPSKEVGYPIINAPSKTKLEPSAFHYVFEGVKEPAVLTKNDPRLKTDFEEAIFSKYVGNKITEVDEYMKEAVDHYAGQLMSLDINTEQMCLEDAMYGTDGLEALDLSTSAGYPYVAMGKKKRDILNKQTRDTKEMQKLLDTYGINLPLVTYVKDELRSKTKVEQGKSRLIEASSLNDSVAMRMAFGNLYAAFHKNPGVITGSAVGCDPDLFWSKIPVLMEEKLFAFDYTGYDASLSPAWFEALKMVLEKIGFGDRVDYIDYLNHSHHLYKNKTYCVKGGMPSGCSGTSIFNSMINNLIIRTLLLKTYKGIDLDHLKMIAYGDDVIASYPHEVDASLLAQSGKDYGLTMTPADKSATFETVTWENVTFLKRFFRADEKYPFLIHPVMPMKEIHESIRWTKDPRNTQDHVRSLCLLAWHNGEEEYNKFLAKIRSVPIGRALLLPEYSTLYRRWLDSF
Polio RdRp inh FP z-score – further read-out of Polio RdRp inh, marked with its call; z-score; measured here: FP z-score; hits read low
Starred values were filed as active, the others as inactive. Only part of the results is shown, so the mix of outcomes need not match the whole.

SMILES	Polio RdRp inh	Polio RdRp inh FP z-score
O=C(C1Cc2ccccc2CN1S(=O)(=O)c1ccc(F)cc1)N1CCCCC1 (configuration not stated)	101	-0.5
COC(=O)c1cc(S(=O)(=O)N(C)CC2COc3ccccc3O2)cn1C (configuration not stated)	100	-0.4
S=c1[nH]nc(CN2CCCCCC2)n1-c1ccccc1	101	0.3
CCOC(=O)c1ccccc1NC(=O)CSc1ccc(-c2sc(-c3ccccc3)nc2C)nn1	110	0.5
CCOc1ccccc1CNC(=O)Cn1c(C)c2cnn(-c3ccccc3)c(=O)c2c1C	102	0.1
O=C1Nc2ccccc2SC1CC(=O)N1CCN(c2ccc(C(F)(F)F)cn2)CC1 (configuration not stated)	104	0.1
Cc1cc(C)n(-c2ccc(C(=O)Oc3ccc4oc5c(c4c3)CCCC5)cc2)n1	101	-0.2
CCOc1ccc(Nc2c(S(=O)(=O)c3ccc(Cl)cc3)cnc3ccc(OCC)cc23)cc1	107	0.1
Cc1[nH]c2ccc(C(=O)N3CCCC3)cc2c1C	101	0.2
N#Cc1c2c(c(NC3CCCC3)n3c1nc1ccccc13)CCC2	83	-4.3
COc1cc(Br)cc2cc(C(=O)N3CCN(c4cc(C)ccc4C)CC3)c(=O)oc12	125	3.6
CCOc1ncccc1C(=O)Nc1ccc(-c2cn3c(n2)SCC3)cc1	101	-0.2
Brc1ccc(CSc2nccn2Cc2ccccc2)cc1	100	-0.7
CS(=O)(=O)N1CCN(c2ccc(NC(=O)Nc3cccc(Cl)c3)cc2)CC1	100	-0.1
O=C(c1ncoc1-c1cccs1)N1CCOCC1	99	-1
CC(C)(C)C1(C)OC(=O)C(=Cc2ccc(Br)o2)C(=O)O1 (configuration not stated)	122	1.7
Cc1c(C(=O)OCC(=O)c2cc(C)n(NC(=O)c3n[nH]c(=O)c4ccccc34)c2C)oc2ccc(Cl)cc12	105	0.4
O=C(NC1CCCC1)C1CCCN1C(=O)Nc1ccccc1 (configuration not stated)	102	0.2
CCC(c1nnnn1Cc1ccccc1)N(Cc1cccs1)Cc1cc2ccc(C)cc2[nH]c1=O (configuration not stated)	104	0.7
CCCn1c(N)nc2c1c(=O)[nH]c(=O)n2C	101	-0.3
O=C(OCC1CC(c2ccccc2)=NO1)c1cccc(C(=O)OCC2CC(c3ccccc3)=NO2)n1 (configuration not stated)	104	0.1
OC(CNC(=S)Nc1ccccc1)c1ccccc1 (configuration not stated)	100	0.2
CC(C)Oc1ccc(CNC(=O)c2cnc3sc(N4CCCCCC4)nn3c2=O)cc1	108	0.2
CCN1c2ccccc2C2=C(C(c3ccccc3)C(C#N)=C(N)O2)S1(=O)=O (configuration not stated)	100	-0.9
CC(C)n1cnnc1SCC(=O)NC(=O)c1ccc(Cl)cc1	102	-0.1
Remaining list, next part:
SMILES	Polio RdRp inh	Polio RdRp inh FP z-score
CCCn1cc(S(=O)(=O)c2cccc(Cl)c2)c(=O)c2cc(F)c(N3CCCC3)cc21	109	0.5
O=C(Nc1ccc2oc(-c3ccc4ccccc4c3)nc2c1)c1cc(Br)ccc1Cl	100	-0.4
CCn1c(-c2ccc3c(c2)OCCO3)cnc1SCC(=O)N1CCc2ccccc2C1	104	0.2
CC(C)n1nnnc1SCC(=O)OC1CCCCC1	102	0
COc1ccc2c(c1)c(C(=O)N1CCCC1)c(C)n2Cc1ccccc1	101	0
CCn1c2ccccc2c2cc(/C=C3\Cc4ccccc4C3=O)ccc21	108	1
Cc1cccc(N2CCN(C(=O)c3ccc4c(c3)N(Cc3ccccc3)C(=O)c3ccccc3S4(=O)=O)CC2C)c1 (configuration not stated)	105	0
CCCn1c2ccccc2c2cnn(CC(=O)N3CCN(c4ccccc4F)CC3)c(=O)c21	107	0.1
C=CCn1c(N)nc2ccccc21	100	-0.2
COC(=O)c1cc2nc(-c3ccccc3)cc(C)n2n1	103	1.2
NC(=O)CSc1oc(-c2ccccc2)nc1S(=O)(=O)c1ccccc1	100	-0.1
CCCc1cc(=O)n2[nH]c(NC(=O)c3ccc(C(C)(C)C)cc3)nc2n1	105	-0.4
C=CCn1c(SC(C)C(=O)NC(N)=O)nc2ccccc2c1=O (configuration not stated)	106	0.5
Cc1ccccc1C1NS(=O)(=O)N=C1N (configuration not stated)	100	0.1
COc1ccc(NS(=O)(=O)c2ccc(Oc3c(C#N)cccc3C#N)cc2)cc1	106	0.4
CCOC(=O)c1cnn2c(N)c(C#N)cnc12	100	0
CC(NC(=O)c1ccccc1C(=O)NC(C)c1ccc2c(c1)OCCO2)c1ccc2c(c1)OCCO2 (configuration not stated)	103	0
CCN(CC)S(=O)(=O)c1ccc2[nH]c(=O)cc(C(=O)O)c2c1	103	0.2
CC(C)(C)c1nnc2n(c1=O)N=C(c1ccc(F)cc1)CS2	101	0.2
Cn1cc(S(=O)(=O)N2CCc3ccccc32)cc1C(=O)NC1CCCCCCC1	103	0.6
COc1ccc(-n2nc3c(c2NC(=O)c2ccccc2)CSC3)cc1	100	-0.3
CCS(=O)(=O)N1CCc2cc(C(=O)CSc3nnc(C)s3)ccc21	101	-0.4
COc1ccc(NC(=O)Cn2c(=O)n(-c3ccc(OC)cc3)c(=O)c3sc4ccccc4c32)cc1	108	1.3
Cc1cc(C)nc(NS(=O)(=O)c2ccc(Br)cc2)n1	103	0.3
O=C(Cc1coc2cc3c(cc12)CCC3)NCCNc1ncc(C(F)(F)F)cc1Cl	97	-0.7
Further entries
SMILES	Polio RdRp inh	Polio RdRp inh FP z-score
CCOC(=O)c1cc2c(=O)n3ccccc3nc2n(CC(C)C)c1=NC(=O)COc1ccc(Cl)cc1	102	-0.7
C#CC(CC)(CC)Nc1ccsc1C(=O)O	99	-1.1
CC(C)C(C)(C#N)NC(=O)CSc1nc2ccccc2c(=O)n1C1CCCC1 (configuration not stated)	108	0.8
COc1ccc(NC(=O)c2oc3ccc(S(=O)(=O)N4CCCCC4)cc3c2C)cc1Cl	107	-0.4
CC1CCCN(c2ccc3nncn3n2)C1 (configuration not stated)	98	-0.8
COc1ccc(CCNC(=O)c2cc(C)no2)cc1OC	100	-0.3
CC1=NNC(=O)C1Oc1ccc(Cl)cc1Cl (configuration not stated)	102	-0.2
CN(C(=O)c1cc(-c2ccccc2)n[nH]1)C1CCCCC1	100	-0.3
N#Cc1c(CN2CCOCC2)cn2ccccc12	103	0.2
COC(=O)c1ccc2c(=O)n(CCCCCC(=O)NCc3ccc(OC)cc3)c(=O)[nH]c2c1	96	-1.7
CCC1(C)Nc2ccccc2-c2nc3ccccc3n21 (configuration not stated)	99	-0.3
CCCCOc1ccc2nc3c(nc2c1)C(=O)c1ccccc1C3=O	107	1.1
CCc1ccc(-c2cn3c(n2)sc2cc(C(=O)NCC(C)c4ccccc4)ccc23)cc1 (configuration not stated)	109	0.7
Cc1ccc2[nH]c(=O)c3cc(C(=O)NCCN(C)Cc4ccccc4)sc3c2c1	101	0
COc1cc(CN(C)Cc2cc3c(cc2O)CCC3)ccc1OC(F)F	102	-0.3
O=C(NN1C(=O)c2ccccc2C1=O)C1CC2CCC1C2 (configuration not stated)	98	-1.1
Cc1cccc(NC(=O)CSc2nnc(CNC(=O)c3cccc(C)c3)n2-c2ccccc2)c1	104	-1
CCC(c1nnc(SCC(=O)NCC(C)C)o1)N(C)C (configuration not stated)	104	0.3
Cc1nn(C)c(Nc2ccc(Br)cc2)c1Br	102	0.4
CCCCNc1ccccc1C(=O)O	97	-0.2
CC1CCc2c(sc(NC(=O)c3ccccc3)c2C(=O)Nc2ccccc2)C1 (configuration not stated)	105	0.3
Cc1cccc(NC(=O)C2C(C)(C)C2(C)C)c1C	100	0.1
CCOc1ccccc1CNC(=O)Cn1c(=O)c2cccn2c2ccc(F)cc21	112	0.9
Cc1c(/C=N\NC(=O)OC(C)(C)C)c2ccccc2n1C	103	0.2
CC(=O)c1cccc(NC(=O)c2c(N3CCCC3=O)c3cc(F)ccc3n2C)c1	106	-0.4
Additional entries follow.
SMILES	Polio RdRp inh	Polio RdRp inh FP z-score
CCCOC(=O)c1ccc(NCC(=O)Nc2ccc(C)cc2)cc1	103	0.4
CCn1cc(S(=O)(=O)c2ccccc2)c(=O)c2cc(F)ccc21	98	-1.6
CC1CN(C)C(C)CC1NCCc1ccccc1 (configuration not stated)	102	0.1
COc1ccc(/C=N\N2CCN(c3ccccc3)CC2)cc1	105	0.8
NC(=O)c1c(NC(=O)c2nc(SCc3ccccc3F)ncc2Cl)sc2c1CCCC2	112	0.9
CCOc1ccc(C(=O)/C=C2/NCCNC2=O)cc1	101	-0.1
COc1ccc(S(=O)(=O)NCCOc2ccccc2)cc1-n1cnnn1	102	0.1
O=C(Cn1c2[n+](c3ccccc31)CC(O)CS2)N1CCCCC1 (configuration not stated)	100	-0.5
Cc1cccc(C(=O)NCCN2C(=O)S/C(=C\c3ccc(F)cc3)C2=O)c1C	105	1.4
CCN(CC)c1ccc2cc(S(=O)(=O)c3ccc(Cl)cc3)c(=O)oc2c1	114	6
CS(=O)(=O)c1ccc(Cl)c(C(=O)O)c1	101	-0.3
CCOc1ccccc1CN1C(=O)c2ccccc2C1C(=O)NCCCN1C(C)CCCC1C (configuration not stated)	102	0
COc1ccc2cc(CCNS(=O)(=O)c3ccccc3)c(=O)[nH]c2c1	100	-0.3
O=S(=O)(NC1Cc2ccccc2C1N1CCCC(C(F)(F)F)C1)c1ccccc1 (configuration not stated)	98	-0.5
C=CCN1C(=O)S/C(=C\c2ccc(CC)s2)C1=O	98	-1.1
COc1ccc(S(=O)(=O)N2CCC(Oc3ccc(-n4cnnn4)cc3)CC2)cc1	104	-0.6
COCCNC(=O)c1cc(-c2cccnc2)nc2ccc(S(=O)(=O)N3CCCCCC3)cc12	102	0.7
O=C(Cn1cnc2onc(-c3ccc(F)cc3)c2c1=O)N1CCN(c2ccc(F)cc2)CC1	103	-0.1
O=C(CCN1C(=O)c2ccccc2C1=O)NCc1ccccc1	95	-1
O=C(c1cccs1)N1CCN(C(=O)c2cccs2)CC1	102	0.2
CC(C)NC(=O)c1cc2cc3ccc(Cl)cc3nc2o1	100	-0.9
CCOC(=O)CSC1=Nc2ccccc2C2=NC(CC(=O)N3CCN(c4ccccc4)CC3)C(=O)N12 (configuration not stated)	104	1.2
Cc1ccc(-n2c(=O)c3c4c(sc3n(CC(=O)Nc3cccc(Cl)c3)c2=O)CCCCC4)cc1C	104	-0.6
O=C(Nc1cc(C(=O)N2CCOCC2)cc(C(=O)N2CCOCC2)c1)c1cc(F)c(F)cc1Cl	104	0
CC(=O)N/C(=N/c1nc(C)cc(C)n1)Nc1cc(C)cc(C)c1	103	0.3

A different layout for part of the listing above.
SMILES,Polio RdRp inh,Polio RdRp inh FP z-score
CCn1cc(S(=O)(=O)c2ccccc2)c(=O)c2cc(F)ccc21,98,-1.6
CC1CN(C)C(C)CC1NCCc1ccccc1 (configuration not stated),102,0.1
COc1ccc(/C=N\N2CCN(c3ccccc3)CC2)cc1,105,0.8
NC(=O)c1c(NC(=O)c2nc(SCc3ccccc3F)ncc2Cl)sc2c1CCCC2,112,0.9
CCOc1ccc(C(=O)/C=C2/NCCNC2=O)cc1,101,-0.1
COc1ccc(S(=O)(=O)NCCOc2ccccc2)cc1-n1cnnn1,102,0.1
O=C(Cn1c2[n+](c3ccccc31)CC(O)CS2)N1CCCCC1 (configuration not stated),100,-0.5
Cc1cccc(C(=O)NCCN2C(=O)S/C(=C\c3ccc(F)cc3)C2=O)c1C,105,1.4
CCN(CC)c1ccc2cc(S(=O)(=O)c3ccc(Cl)cc3)c(=O)oc2c1,114,6
CS(=O)(=O)c1ccc(Cl)c(C(=O)O)c1,101,-0.3
CCOc1ccccc1CN1C(=O)c2ccccc2C1C(=O)NCCCN1C(C)CCCC1C (configuration not stated),102,0
COc1ccc2cc(CCNS(=O)(=O)c3ccccc3)c(=O)[nH]c2c1,100,-0.3
O=S(=O)(NC1Cc2ccccc2C1N1CCCC(C(F)(F)F)C1)c1ccccc1 (configuration not stated),98,-0.5
C=CCN1C(=O)S/C(=C\c2ccc(CC)s2)C1=O,98,-1.1
COc1ccc(S(=O)(=O)N2CCC(Oc3ccc(-n4cnnn4)cc3)CC2)cc1,104,-0.6
COCCNC(=O)c1cc(-c2cccnc2)nc2ccc(S(=O)(=O)N3CCCCCC3)cc12,102,0.7
O=C(Cn1cnc2onc(-c3ccc(F)cc3)c2c1=O)N1CCN(c2ccc(F)cc2)CC1,103,-0.1
O=C(CCN1C(=O)c2ccccc2C1=O)NCc1ccccc1,95,-1

(continued)
SMILES	Polio RdRp inh	Polio RdRp inh FP z-score
COc1cccc(CNC(=O)c2ccc(CS(=O)Cc3ccc(C)cc3)o2)c1 (configuration not stated)	100	-0.6
NC(=O)COc1cccc(/C=C2/CC/C(=C\c3cccc(OCC(N)=O)c3)C2=O)c1	105	0.7
Cc1ccc(-n2c(=O)c3c(c4cc(C)ccc4n3C)n(CC(N)=O)c2=O)cc1	104	0.4
COC(=O)c1cc2occc2n1CC(=O)Nc1ccc(N(C)C)cc1	108	0.6
CN1C(=O)/C(=C\c2c(O)c3ccccc3n(C)c2=O)C(=O)c2ccccc21	46	-6
CC(C)Oc1ccc(C(=O)N2CCC(c3nc4ccccc4s3)CC2)cc1	112	0.4
COc1ccccc1N1CCN(C(=S)NC(C)(C)C)CC1	102	0
O=C(CN1CCCN(Cc2ccc(F)cc2Cl)C1=O)NCc1cccnc1	101	0.1
COCCn1c(=NC(=O)c2ccc3c(c2)OCCO3)sc2cc(C(=O)OC)ccc21	104	-1
O=C(NCCn1cc(SCc2ccc(F)cc2)c2ccccc21)c1cccs1	101	-1.1
Cc1ccc2c(c1)/C(=N/O)CC(O)(C(F)(F)F)O2 (configuration not stated)	100	0.1
CCC1=CC(c2c(O)c3ccccc3n(C)c2=O)=NC(C)CN1 (configuration not stated)	113	1
Cc1coc2c(C)c3oc(=O)c(CCC(=O)NCCc4ccccc4)c(C)c3cc12	109	0.3
COc1ccc(C2c3c(n(C)c4ccccc34)C(=O)N2CC(=O)NCc2cccs2)cc1 (configuration not stated)	102	0.2
